PLK1 inh: PLK1 (human) kinase inhibition. P53350. recombinant PLK1 kinase, TR-FRET peptide phosphorylation. inhibition, % at 10 µM. hit rate 0.53% among 97,000. AID 619;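 active = inhibition of 50% or more in the single-concentration screen; inactive = inhibition below 50%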;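 also: 0% = DMSO max control and 100% = H-89 dihydrochloride min control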
PTPN22 inh 2: inhibitors of human LYP (PTPN22) phosphatase; inhibition, % at 2 µM; hit rate 0.21% among 96,000; AID 640; Q9Y2R2; recombinant LYP catalytic domain, DiFMUP fluorescence;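 active = inhibition at 2 µM at or above a set limit, the screen mean plus 3 SD, cut at about 24% in these data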;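 also: 0% = DMSO with enzyme and 100% = enzyme fully blocked by orthovanadate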
Target sequence (Q9Y2R2 whole entry, looked up, the tested form may be a part): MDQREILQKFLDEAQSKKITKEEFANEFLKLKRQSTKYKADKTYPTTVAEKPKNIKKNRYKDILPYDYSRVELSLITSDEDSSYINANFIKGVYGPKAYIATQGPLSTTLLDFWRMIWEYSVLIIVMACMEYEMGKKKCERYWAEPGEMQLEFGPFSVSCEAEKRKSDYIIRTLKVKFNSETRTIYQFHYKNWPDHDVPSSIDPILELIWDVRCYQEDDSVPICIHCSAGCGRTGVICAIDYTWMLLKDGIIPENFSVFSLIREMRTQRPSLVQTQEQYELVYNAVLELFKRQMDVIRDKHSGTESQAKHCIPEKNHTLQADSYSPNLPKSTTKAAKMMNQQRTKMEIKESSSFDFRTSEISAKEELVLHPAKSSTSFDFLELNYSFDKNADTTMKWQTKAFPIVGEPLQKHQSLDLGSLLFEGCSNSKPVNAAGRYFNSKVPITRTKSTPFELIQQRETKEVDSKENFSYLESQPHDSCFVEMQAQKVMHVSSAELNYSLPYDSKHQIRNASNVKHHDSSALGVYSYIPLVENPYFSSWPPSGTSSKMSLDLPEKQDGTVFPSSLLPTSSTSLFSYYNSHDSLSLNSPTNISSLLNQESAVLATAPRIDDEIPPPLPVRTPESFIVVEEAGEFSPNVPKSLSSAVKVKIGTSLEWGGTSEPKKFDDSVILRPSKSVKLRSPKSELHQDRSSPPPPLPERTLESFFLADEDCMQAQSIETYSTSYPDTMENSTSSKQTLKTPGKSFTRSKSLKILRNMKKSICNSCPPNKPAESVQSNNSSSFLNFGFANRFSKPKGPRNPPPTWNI
Candida biofilm: kills Candida albicans biofilms; C. albicans biofilm + clotrimazole, Alamar Blue; inhibition, % at 6 µM; hit rate 0.14% among 85,000; AID 834;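 active = inhibition above 20%; inactive = inhibition below 20%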;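 also: preformed 24 hr biofilms exposed to compound for 48 hr; 0% = biofilm without compound and 100% = blank killed by clotrimazole plus chlorhexidine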
EphB4 antag: blocks human EphB4 binding to ephrin-B2. EphB4 LBD / TNYL-RAW-Alexa532 peptide, fluorescence polarization. P54760. inhibition, % at 7 µM. hit rate 0.15% among 97,000;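 active = inhibition above the screen-wide mean inhibition plus 3 SD, cut at about 15% in these data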;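 also: 0% = DMSO wells and 100% = excess unlabeled TNYL-RAW peptide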
PTPN22 act: LYP (human) phosphatase activation; AID 697; hit rate 0.11% among 96,000; activation, % at 2 µM; recombinant LYP, DiFMUP fluorescence; 0 = plate median, 100 = signal doubled;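 active = activation at 2 µM above a set limit, the mean plus 5 SD, cut at about 37% in these data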
PLK1 PBD inh: blocks phosphopeptide binding to human Plk1 polo box domain; P53350; Plk1 PBD phosphopeptide binding, fluorescence polarization; inhibition, %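 (tested at about 20 µM)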; hit rate 0.13% among 97,000; in the data active = inhibition above about 34%, passing the limit was not always enough
CYP2C9 inhib: blocks human cytochrome P450 2C9; hit rate 20% among 96,000; CYP2C9 Supersomes, luciferin-H conversion, luminescence; P11712; inhibition, % at 5 µM; AID 777;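 active = blocking of liver enzyme CYP2C9 beyond about 50% at 5 µM, limit read from the data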; also: values of inactives mirror those of a sister screen read the other way
HIV Rev-RRE inh: HIV Rev-RRE protein-RNA interaction inhibition | P05866 | Rev peptide-RRE RNA binding, FRET | inhibition, % at 8 µM | hit rate 0.79% among 97,000;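 active = inhibition above the screen-wide mean plus 3 SD, cut at about 35% in these data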;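 also: 0% = median DMSO wells and 100% = median Neomycin B control wells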
Target sequence (P05866 whole entry, looked up): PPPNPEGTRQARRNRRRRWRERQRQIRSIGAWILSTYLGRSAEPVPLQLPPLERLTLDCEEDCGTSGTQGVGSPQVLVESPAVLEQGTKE
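assay system = Cy5-tagged RRE RNA duplex with fluorescein-tagged Rev peptide | incubation = 5 + 15 min at 25 °C | also added = labelled Rev peptide | measure = % inhibition of FRET ratio versus controls | benchmarks = DMSO wells as 0% and neomycin B wells as 100% inhibition | measured by = FRET fluorescence readout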
CYP2C9 act: CYP2C9 (human) activation | activation factor at 5 µM | hit rate 1.4% among 96,000 | P11712 | AID 1024 | recombinant CYP2C9, luciferin-H conversion, luminescence; stronger effect = higher value; factor 1 = untreated enzyme, 0 = blocked;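 active = activation factor of 2 or more for CYP2C9 at a 5 µM dose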;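 also: 0 = sulfaphenazole-blocked wells and 1 = vehicle-only wells; values of inactives mirror those of a sister screen read the other way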
Active calls of the source: *; x = no result given.

canonical_smiles	PLK1 inh	PTPN22 inh 2	Candida biofilm	EphB4 antag	PTPN22 act	PLK1 PBD inh	CYP2C9 inhib	HIV Rev-RRE inh	CYP2C9 act
CCC1(CC)N([O-])C(C)=C(c2ccccc2)[N+]1=O	-13	3	7	-4	0	34	5	1	1
CCn1c(COc2c(C)cccc2C)nnc1SCC(=O)N1CCN(c2ccccc2)CC1	-12	4	x	2	0	-7	21	0	0.8
O=C(NC(=S)Nc1ccccc1)c1cc(-c2ccccc2)nc2ccccc12	-6	6	x	1	-2	-11	24	2	0.8
Cn1c(Cc2ccccc2)nnc1SCCC(=O)Nc1ccccc1	-8	7	0	-2	-11	0	35	1	0.7
CCCc1[nH]nc2c1C1(CCN(C(=O)OCc3ccccc3)CC1)C(C#N)=C(N)O2	1	7	8	1	-8	-12	50	5	0.5
CCOc1ccc(-c2nnc3ccc(SCc4ccc(C(=O)OC)o4)nn23)cc1	-5	0	6	4	0	-22	85*	4	0.1
COc1ccc(Cl)cc1S(=O)(=O)N1CCN=C1C	64*	x	0	-7	x	5	-72	1	1.7
O=C(CSc1nc2ccccc2s1)NCCCN1CCOCC1	-6	8	7	-2	-7	-10	5	5	0.9
O=C(NC1(C(F)(F)F)NC(=O)N(CC2CCCCC2)C1=O)c1ccco1 (stereo not drawn)	-3	5	10	4	-8	63*	31	7	0.7
O=C(c1cccc(F)c1)N1CCN(Cc2c[nH]c3ccccc23)CC1	2	2	5	5	-4	-9	12	5	0.9

PLK1 inh, hit marks shown above.
Structure,PLK1 inh,PTPN22 inh 2,EphB4 antag,PTPN22 act,PLK1 PBD inh,CYP2C9 inhib,HIV Rev-RRE inh,CYP2C9 act
COc1ccc(Cl)cc1S(=O)(=O)N1CCN=C1C,64*,x,-7,x,5,-72,1,1.7

Next entries follow.
canonical_smiles	PLK1 inh	PTPN22 inh 2	Candida biofilm	EphB4 antag	PTPN22 act	PLK1 PBD inh	CYP2C9 inhib	HIV Rev-RRE inh	CYP2C9 act
CCOC(=O)c1c(-c2cccs2)csc1NC(C)=O	-8	-23	8	-3	19	10	x	11	x
CCCCCn1c(=O)[nH]c2cc(C(=O)NCCCN3CCC(C)CC3)ccc2c1=O	-13	-9	1	-4	6	-11	16	12	0.8
CCOC(=O)c1ccccc1NC(=O)c1ccc2c(=O)n3c(nc2c1)CCCCC3	-11	-20	14	-10	17	0	x	-4	x
CCCc1nc2cc(CC(=O)OC)ccc2o1	-6	-1	x	3	4	-22	1	4	1
Cc1ccc(C2CC(=O)NC3=C2C(=O)CCC3)cc1Br (stereo not drawn)	-6	-2	2	3	1	0	-9	4	1.1
O=C(O)c1cccc(-c2nnn(Cc3ccccc3Cl)n2)c1	0	0	1	0	-1	19	x	4	x
Cn1c(=O)n(C)c2cc(S(=O)(=O)N3CCOCC3)ccc21	2	-3	6	2	6	0	-8	6	1.1
Cc1cc(C)c(/C=N/NC(N)=O)c(C)c1/C=N/NC(N)=O	1	-2	x	0	8	-10	-12	7	1.1
CCCS(=O)(=O)N1CCCC(C(=O)NC2CCCC(C)C2C)C1 (stereo not drawn)	0	-18	-1	6	9	4	37	-2	0.6
COc1ccccc1NC(NC(=O)c1ccco1)C(=O)c1ccccc1 (stereo not drawn)	-4	4	1	4	-3	-28	0	1	1
CC(C)OCCCNc1nc2c(c(=O)n(Cc3ccccc3F)c(=O)n2C)n1C	-19	-2	2	11	-1	-16	22	9	0.8
CCOC(=O)C1=C(N)N(c2ccccc2)C(=O)C1	-8	1	4	5	0	-12	-45	9	1.5
COc1cc2c(cc1OC)C1=C(C#N)CN(CC(=O)O)CN1CC2	61*	x	6	4	x	28	57*	16	0.4
CCC(=O)c1ccc(OC(=O)c2ccc(Br)o2)cc1	-11	-3	5	8	6	22	x	4	x
Cc1cc(C)c2c(c1)NC(=O)C2(O)CC(=O)c1cccs1 (stereo not drawn)	-13	3	6	4	-4	-3	-32	10	1.3
Cc1ccc(NC2=NC(=S)N(CC#N)C23CCCCC3)cc1	-10	-7	8	-13	4	4	x	1	x
Cc1ccc(NC(=O)CC(O)(C(F)(F)F)C(F)(F)F)c(Br)c1	-5	2	8	-5	-2	-18	86*	9	0.1
CC(=O)c1c(C)[nH]c(C)c1C(C)=O	-5	-6	5	6	4	-10	-16	8	1.2
COc1cccc(/C=N/NC(=O)CC(=O)NCCc2ccc(OC)c(OC)c2)c1	0	-3	x	3	1	10	-32	3	1.3
COc1cc2cc(C(c3nnnn3C(C)(C)C)N3CCc4ccccc43)c(=O)[nH]c2cc1OC (stereo not drawn)	-4	-2	7	1	-1	-9	17	18	0.8
CCCCN(C)CCCNC(=O)c1ccc(N2CCCC2=O)cc1	-16	-1	3	9	0	-16	-5	7	1
Cc1ccc2c(c1)N(CCC(=O)NCCN1CCOCC1)C(=O)CO2	-6	7	6	4	-8	-15	0	6	1
CC(C)CN(/C=N/c1sc2c(c1C#N)CCCCC2)CC(C)C	-24	4	7	-4	-2	6	16	12	0.8
O/N=C1/CCSc2ccccc21	-8	1	x	4	-3	-15	-9	7	1.1
CCCCNc1oc(-c2cccs2)nc1S(=O)(=O)c1ccccc1	-14	2	5	-2	-2	8	30	13	0.7
O=C1CN(C(=O)CN2CCCC2)C(c2ccccc2)c2cc(Br)ccc2N1 (stereo not drawn)	-8	4	0	10	-6	2	25	4	0.8
CC(=O)N1CCc2cc(S(=O)(=O)N3c4ccccc4CC3C)ccc21 (stereo not drawn)	-1	-5	3	7	5	4	30	6	0.7
Cc1ccc(C(c2nnnn2CCC(C)C)N2CCN(C)CC2)cc1 (stereo not drawn)	-15	-2	-1	-9	6	-10	12	3	0.9
Cc1nn2c3ccccc3nc2n(Cc2ccccc2)c1=O	-11	0	7	0	-2	-16	x	4	x
COc1cccc(NC(=O)Nc2nnc(-c3ccccc3SCc3ccccc3)s2)c1	-12	11	6	-1	-8	-6	42	20	0.6
O=C(C(Cc1ccccc1)N1C(=O)C2C3CCC(C3)C2C1=O)N1CCCCC1 (stereo not drawn)	-6	13	x	-6	-9	13	-4	-2	1
CN(C)c1ccc(/C=N\NC(=O)c2csnn2)cc1	-7	1	x	-3	1	1	4	-2	1
Cc1ccc(-n2[nH]c(=O)c3cccnc32)cc1	-10	-11	x	4	14	5	23	8	0.8
O=C(CCS(=O)(=O)c1cccs1)N1CCN(c2ccc(F)cc2)CC1	-4	0	1	-3	-2	-9	18	0	0.8
O=C(Nc1nccs1)c1ccc(Br)o1	-6	-12	1	-2	8	-22	x	5	x
Cc1ccc(-c2nnc(-c3ccc(NC(=O)c4ccco4)cc3)o2)cc1	-14	10	6	4	-11	15	79*	-1	0.2
COc1cccc(C(=O)CSc2nc3ccccc3n2CC(=O)N(C(C)C)C(C)C)c1	-11	11	-3	7	-12	15	x	4	x
CC1(C)CC(=O)C2=C(C1)N(N1CCOCC1)C(N)=C(C#N)C2c1cccnc1 (stereo not drawn)	-12	-14	x	5	13	-14	8	3	0.9
C=CCn1c(CCC(=O)O)ccc1-c1ccc(OC)cc1	2	1	8	-4	3	-1	8	10	0.9
COc1cccc(-c2csc(N3CCN(C(=O)Nc4ccccc4OC)CC3)n2)c1	-16	-5	-1	-3	5	4	x	6	x
CCCc1cc(=O)n2[nH]c(-c3ccccc3)cc2n1	-8	14	8	-1	-12	7	x	4	x
COc1ccc2c(c1)c1ccccc1n2C	-12	-2	0	-3	2	-26	-17	3	1.2
CC1(C)Cc2c(C#N)c(NCC3CCCO3)nc(-c3ccco3)c2CO1 (stereo not drawn)	-11	-4	0	3	3	-7	54*	13	0.5
COC(=O)Nc1nc(-c2ccccc2)c(C(=O)c2ccc(Cl)cc2)s1	-18	-10	x	0	7	-11	-9	1	1.1
COC(=O)C1=C(N)Oc2cc(C)n(CCc3ccccc3)c(=O)c2C1c1cccnc1 (stereo not drawn)	-5	-8	9	7	5	23	85*	4	0.1
O=C(CSc1nc2ccccc2n1CC(=O)NCc1ccccc1)NCc1ccco1	-5	-10	7	3	5	-36	82*	4	0.2
COc1cccc(-c2cc(C(=O)N/N=C/c3ccc(OC)c(COC(C)=O)c3)c3ccccc3n2)c1	-10	10	x	-4	-7	-28	84*	-1	0.2
COc1ccc(C2SCC(=O)N2C)cc1 (stereo not drawn)	-10	0	-4	7	0	31	15	6	0.9
Cc1cc(C)n(-c2ccc(C(=O)NC3=NCCS3)cc2)n1	-10	5	2	6	-6	-29	x	1	x
CCN1CCN(CC(=O)n2c3c(c4ccccc42)CC(C)CC3)CC1 (stereo not drawn)	-14	15	5	-3	-16	-5	-2	3	1

Next section.
canonical_smiles	PLK1 inh	PTPN22 inh 2	Candida biofilm	EphB4 antag	PTPN22 act	PLK1 PBD inh	CYP2C9 inhib	HIV Rev-RRE inh	CYP2C9 act
O=c1c(Cc2ccc(Cl)cc2)c(O)ccn1Cc1cccc(Cl)c1	-15	10	x	8	-6	12	22	11	0.8
Cc1nn(C)c(C)c1-c1c(C#N)c(N)nc2c1CCCCCC2	-8	-2	x	0	4	11	3	3	1
O=C(N/N=C/c1cc2c(cc1[N+](=O)[O-])OCO2)c1ccccn1	-1	-3	x	-5	5	-7	x	3	x
Cc1ccccc1NC(=O)CCN1CCCCCC1	-6	4	10	-8	-6	4	x	4	x
CCOC(=O)/C(C(N)=NCCCO)=C(/O)c1ccccc1	-9	4	5	-2	-6	-3	-9	0	1.1
COc1cccc(NC(=O)CNS(=O)(=O)c2ccc3nc(C)sc3c2)c1	-7	5	11	4	-5	-40	35	0	0.7
CCCC(c1nnnn1CC(=O)OCC)N(Cc1cc2c(C)cc(C)cc2[nH]c1=O)C1CCCC1 (stereo not drawn)	-15	-12	2	2	10	7	27	8	0.7
COc1cc(C)c(S(=O)(=O)N2CCCC2)cc1C	-10	-1	3	9	2	-18	-46	2	1.5
CN(CCOc1ccc(-c2ccn(S(=O)(=O)c3c(Cl)cccc3Cl)n2)cc1)c1ccccn1	-15	2	x	-2	-4	-6	28	10	0.7
O=C1Nc2ccccc2C(O)(C(=O)NCc2ccco2)N1c1ccc(Cl)c(Cl)c1 (stereo not drawn)	4	-11	4	-5	10	2	22	2	0.8
Cc1ccccc1-c1nc(CN2CCCC(C(=O)NCc3cccnc3)C2)c(C)o1 (stereo not drawn)	2	0	7	0	-1	-15	0	2	1
Nc1nc(SCc2nc3scc(-c4ccccc4)c3c(=O)[nH]2)n[nH]1	3	1	x	-3	1	0	50*	12	0.5
CC(=O)c1ncnn1CC(=O)c1ccc(Cl)cc1Cl	-2	-5	-5	1	5	-34	32	7	0.7
CC(C)n1cc(C(=O)c2cc(Br)ccc2O)cc(C#N)c1=O	1	8	0	0	-7	-2	88*	8	0.1
Cc1ccc(C(=O)NC(C)CCc2ccccc2)cc1[N+](=O)[O-] (stereo not drawn)	-3	12	x	2	-7	8	28	6	0.7
CCOC(=O)c1c(-c2ccccc2)oc2cc(CN(C)C)c(O)c(CN(C)C)c12	-9	-10	9	6	10	13	x	58*	x
CC(=O)c1c(NCCc2ccccc2)cc(C)oc1=O	-11	-11	9	-3	7	-1	33	1	0.7
O=S(=O)(c1cccc2nsnc12)N1CCCC1	-1	-1	-2	2	-2	-6	x	5	x
CCC(C)(C)n1nnnc1C(c1ccc(C)cc1)N1CCN(Cc2ccc3c(c2)OCO3)CC1 (stereo not drawn)	-7	-5	4	-2	3	0	x	6	x

Single values from the entries so far:
`CCOC(=O)c1c(-c2ccccc2)oc2cc(CN(C)C)c(O)c(CN(C)C)c12` – PLK1 PBD inh: 13
`Cc1ccc(C(=O)NC(C)CCc2ccccc2)cc1[N+](=O)[O-]` (stereo not drawn) – HIV Rev-RRE inh: 6

Screening data (PubChem BioAssay)
